# High-throughput results as filed in PubChem.
# SW480 rerep: DNA re-replication induction in SW480 cells; SW480 DNA re-replication, Hoechst DNA content imaging, 48 h; Potency, µM (highest dose often 46.1 µM), for inactives: at the highest dose re-replication activation, hits mostly activators; 1.8% of 340,000 active; note: potency is the fitted concentration of half-maximal effect; % of control where 0% means no effect; nearly all actives have a fitted effect of over 55% in size
#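 Image-based DNA-content assay: after two days of treatment, nuclei were labelled with the DNA dye Hoechst and imaged, and hits were compounds raising the count of nuclei showing high fluorescence intensity.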
# HepG2 tox: kills HepG2 cells in TGF-b inhibitor counter-screen; HepG2 CAGA-GFP viability, ATP luminescence, 18 h; Potency, µM (highest dose often 46.1 µM), without a hit: top-dose activity change, negative = cytotoxicity, actives largely listed as cytotoxic; 0.76% of 410,000 active; AID 588856; note: potency is the fitted concentration of half-maximal effect; some results filed as inactive show a strong effect at the top dose
#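 HepG2 CAGA-GFP cells (1000/well, DMEM with 1% FBS) received compound, then TGF-beta at 500 pg/mL final, and were incubated 18 hours at 37 degrees C. Viability was read by CellTiter-Glo luminescence. Media-only wells were set as complete cell-killing and DMSO as no toxicity.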
# ATXN viability: cell viability loss in ATXN counter-screen. S2 cells (HEK-293 line with an ATXN2-luciferase reporter) viability, CellTiter-Fluor protease fluorescence, 24 h. Potency, µM (titrated, usually from 56.7 µM), hits mostly cytotoxic. 0.49% of 400,000 active; note: potency is the fitted concentration of half-maximal effect; nearly all actives have a fitted effect of over 40% in size
# HT1080NT lethal: kills 2HG-producing HT-1080-NT fibrosarcoma cells; Potency, µM (highest dose often 46.1 µM), inactives show at the highest dose activity, negative = less viability, most hits filed as cytotoxic; 1.6% of 360,000 active; HT-1080-NT fibrosarcoma viability, CellTiter-Glo ATP luminescence, 48 h;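 note: NT is the 2HG producing partner of a matched IDH1 knockdown line; potency is the fitted concentration of half-maximal effect; 0% = DMSO-treated cells and -100% = media-only wells without cells; nearly all actives have a fitted effect of over 55% in size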
#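 750 cells/well, RPMI + 5% FBS; 2 h settle, compound pin-transfer, 48 h at 37 degrees C. CellTiter-Glo 10 min RT, luminescence. Normalized to DMSO and media-only wells.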
# ATXN2 expr inh: ATXN2 expression inhibition | HEK-293 ATXN2-luciferase reporter, luminescence, 24 h | Potency, µM (highest dose often 57 µM), inactives show at the highest dose activity change, negative = inhibition, hits mostly inhibitors | 0.72% of 360,000 active | AID 1745845; note: potency is the fitted concentration of half-maximal effect; % is set by controls: 0 for no effect and ±100 for the full control effect; nearly all actives have a fitted effect of over 55% in size
#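 qHTS (up to 57 uM final) was run with 24 h compound exposure of reporter cells at 37 °C. Each well was multiplexed: SteadyGlo luminescence measured ATXN2-luciferase expression after a fluorogenic Gly-Phe-AFC viability readout (25 uM final).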
# KB-3-1 tox: kills parental KB-3-1 adenocarcinoma cells; Potency, µM (highest dose often 46.1 µM), for the others: at the highest dose activity change, negative = cytotoxic, most hits filed as cytotoxic; KB-3-1 viability, CellTiter-Glo ATP luminescence, 72 h; 1.4% of 400,000 active; note: potency is the fitted concentration of half-maximal effect; % is set by controls: 0 for no effect and ±100 for the full control effect; nearly all actives have a fitted effect of over 60% in size
#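 Cytotoxicity in the drug-sensitive parental line KB-3-1 was scored as loss of CellTiter-Glo luminescence following 72 h incubation with compound. Values come from curve fitting of normalized concentration-response data.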
# MCF10A rereplic: induces DNA re-replication in MCF 10a normal breast cells. 2.9% of 350,000 active. AID 624296. MCF 10A DNA re-replication, Hoechst nuclear intensity, 48 h. Potency, µM (doses to about 46.1 µM), for the others: at the top dose activity, positive = re-replication, hits mostly activators; note: potency is the fitted concentration of half-maximal effect; % of control where 0% means no effect; nearly all actives have a fitted effect of over 50% in size
# IL1B secr inh: inflammasome signaling inhibition, IL-1 beta readout | THP-1 LPS/ATP IL-1B secretion, AlphaLISA, 16 h; hits give low values | activity change, % at 57.5 µM | 4.7% of 360,000 active | AID 743279; in the data active = activity change below about -50%; inconclusive = mostly about -30% to -49%; note: % is set by controls: 0 for no effect and ±100 for the full control effect
#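 THP-1 cells pretreated 1 hr with compounds (up to 57.5 uM final), then stimulated with LPS (250 ng/mL final) plus ATP (1.25 mM final); secreted IL-1B measured by AlphaLISA after 16 hr, decreased signal indicating inhibition.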
# HT1080 IDH1KD tx: toxicity to HT-1080 IDH1 knockdown cells (counter line); AID 686971; HT-1080 IDH1 knockdown viability, ATP luminescence, 48 h; Potency, µM (titrated, usually from 46.1 µM), inactives show at the top dose activity, negative = toxicity, actives largely listed as cytotoxic; 2% of 360,000 active;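 note: potency is the fitted concentration of half-maximal effect; 0% = DMSO wells and -100% = cell-free medium wells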
#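 In this qHTS, HT-1080 cells depleted of IDH1 are exposed for 48 h at 37 °C to compound titrations. Toxicity is scored from CellTiter-Glo luminescence, with DMSO as full viability and medium alone as none.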
# Starred values were filed as active, the others as inactive; i = inactive; ? = inconclusive; · = not tested or not shown; [ ] = another dose, or the depositor's remark. Unless noted, calls come from the whole dose curve; as a rule, active = well fitted curve in the direction sought with a large enough effect; inconclusive = small, poorly fitted or top-dose-only effect, or another doubt; inactive = no such curve, though single readings can be large; an effect the other way counts as inactive or inconclusive.
SMILES,SW480 rerep,HepG2 tox,ATXN viability,HT1080NT lethal,ATXN2 expr inh,KB-3-1 tox,MCF10A rereplic,IL1B secr inh,HT1080 IDH1KD tx
CCO[C@H]1OC(C(=O)N2CCN(C)CC2)=C[C@@H](c2coc3ccccc3c2=O)[C@@H]1CCCO,-11%,-1%,i,11%,10%,12%,-5%,-1,7%
Cc1ccc(C)c(NC(=O)CSc2nnc(-c3ccccc3)o2)c1,-9%,-7%,i,13%,1%,10%,-4%,-2,25%
Cc1[nH]n2c(=O)cc(-c3ccccc3Cl)nc2c1-c1ccccc1,·,-46%,i,·,-25%,6.5µM*,·,·,·
CCOc1nc(NCCN2CCOCC2)nc(Nc2ccc([N+](=O)[O-])cc2)n1,-22%,-8%,i,-17%,-19%,13%,10%,-10,-6%
COc1ccc(/C=C/C(=O)NC(C)(C)C)cc1S(=O)(=O)N1CCOCC1,22%,1%,i,1%,1%,22%,10%,14,-2%
O=[N+]([O-])c1ccc(N2CCN(c3nc(-c4ccc(Cl)cc4)cs3)CC2)cc1,-6%,-1%,i,4%,-9%,-5%,4%,-3,1%
C=CCNC(=O)C(C)N1C(=O)c2ccccc2C1=O (configuration not stated),-2%,10%,i,19%,4%,2%,3%,-5,24%
O=C(O)CSc1nnc(-c2ccc(Cl)cc2Cl)n1-c1ccc(Cl)cc1,-6%[1.84 µM],8%,i,5%,7%,0%,?,21,4%
Cc1cc(C(=O)N/N=C/c2ccc(-c3cccc(Br)c3)o2)n[nH]1,21µM*,16%,?,-16%,·,1%,?,-2,-10%
COc1ccc(NS(=O)(=O)c2cccc(C(=O)NNC(=O)NCCCl)c2)cc1,-9%,-29%,i,11%,-22%,4%,-1%,34,4%
CSc1ccccc1OCc1cc(C(=O)NC2CCOC2)no1 (configuration not stated),-24%,-7%,i,-2%,46%[activator],?,9%,0,-1%
CCn1cc(/C=C(\NC(=O)c2ccccc2OC)C(=O)N2CCN(C)CC2)c2ccccc21,-7%,-28%,i,-7%,4%,-22%,?,-11,-5%
O=C(O)[C@H]1CCCC[C@H]1C(=O)Nc1ccc(S(=O)(=O)N2CCOCC2)cc1,-3%,-2%,i,-1%,4%,1%,-5%,15,2%
CCOC(=O)C1CCN(C(=O)CCC(=O)NCCc2ccc(Cl)cc2)CC1,-1%,-2%,i,-1%,4%,24%,?,-9,-15%
O=C(NCc1ccccc1)c1ccc(CSc2ccccc2)o1,-5%,-10%,i,-1%,-6%,5%,-1%,-91*,-16%
CC(C)Oc1ccc(/C=N/NC(=O)C2CCCN2S(=O)(=O)c2ccc(Cl)cc2)cc1 (configuration not stated),-8%,5%,?,-19%,16%,16%,11%,-1,-9%[9.24 µM]
CC(/C=N/n1c(-c2ccncc2)n[nH]c1=S)=C\c1ccco1,15%,-6%,i,?,·,5%,2%,-14,2%
Cc1ccc(NC(=O)c2cc(-c3ccc(C)o3)nc3ccccc23)cc1,6%,-48%,i,?,-7%,-2%,10%,19,?
CCn1c(SCC(=O)N/N=C/C=C/c2ccccc2[N+](=O)[O-])nnc1-c1ccccc1,-2%,-22%,?,0%,-13%,-8%,-9%,-17,-4%
COc1ccccc1C(=O)N/C(=C\c1cn(S(=O)(=O)N(C)C)c2ccccc12)C(=O)NCCCn1ccnc1,·,-19%,i,·,9%,-3%,·,·,·
CC(=O)N1CCN(S(=O)(=O)c2cccc(C(=O)NNC(=O)COc3c(C)cccc3C)c2)CC1,0%,-6%,i,9%,-12%,?,0%,20,15%
O=S(=O)(Nc1cc(Cl)ccc1-n1cncn1)c1ccc(F)cc1,4%,-3%,i,-7%,·,-29%,4%,45,-4%
Cc1cc2c(cc1C)C(c1cccc([N+](=O)[O-])c1)CC(=O)N2 (configuration not stated),28%,-3%,i,?,-22%,-24%,?,14,?
CC1=C(C(N)=O)C(c2ccccc2)n2nc(-c3cccc(C)c3)nc2N1 (configuration not stated),0%,-4%,i,-5%,9%,?,-1%,3,7%
CCOC(=O)[C@]12CCCC=C1N(Cc1ccco1)C(=O)[C@H](CC(=O)NCc1cccs1)C2,·,·,?,20%,7%,12%,·,-12,2%
O=C(CCNS(=O)(=O)c1ccc(Br)cc1)NCC1CCCO1 (configuration not stated),-2%,12%,i,0%,6%,-7%,1%,-2,7%
CC(=O)Nc1ccc(S(=O)(=O)NNC(=O)c2cc3c4ccccc4n(C)c3s2)cc1,-1%,-15%,i,-20%,-22%,19%,3%,-5,-9%
COc1cc(SC)ccc1C(=O)Nc1ccc2c(c1)OCO2,2%,-4%,i,-30%,83%[activator][11.3 µM],?,21%,-63*,?
Cc1ccc(NC(=O)C2CCN(S(=O)(=O)c3ccccc3)CC2)cc1,0%,-1%,?,3%,-25%,-1%,0%,-13,1%
C=CCC[C@H](Cc1ccc(F)cc1)C(=O)OC[C@H]1CCCN1C(=O)[C@@H](CC=C)CC(=O)NCCO,10%,-10%,i,-1%,-14%,-1%,21%,-25,0%
Cc1cc(Nc2ccccc2O)nc(C)n1,·,-4%,i,·,12%,-5%,·,·,·
CCOC(=O)CCCC(=O)Nc1ncnc2c1C(c1ccccc1)c1c(ccc3ccccc13)O2 (configuration not stated),13%,-37%,?,·,?,?,?,·,·
CCSc1ncc(Cl)c(C(=O)Nc2nnc(CC)s2)n1,·,-10%,i,·,-3%,10%,·,·,·
Cc1oc(-c2ccc(Cl)cc2)nc1CN1CCC(C(=O)N2CCc3ccccc3C2)CC1,-1%,-14%,i,1%,-20%,9%,8%,-10,-1%
COc1cc(C2C(C(N)=O)=C(C)Nc3nc(CCCO)nn32)cc(OC)c1OC (configuration not stated),-2%,-3%,i,7%,0%,?,7%,2,7%
COc1ccc(-n2c(COc3cccc4ccccc34)nnc2SCC#N)cc1,-3%,0%,i,?,-13%,?,?,-21,?
CCCCNC(=O)Nc1nc(SCC(=O)OCC)n[nH]1,-11%,-4%,i,20%,12%,2%,0%,0,15%
O=C(COc1ccccc1[N+](=O)[O-])NCC1(N2CCCCC2)CCCCC1,-11%,-18%,i,7%,2%,4%,0%,11,1%
Cc1ccc(S(=O)(=O)c2c(Nc3cc(F)ccc3F)sc(C(=O)c3ccc(F)cc3)c2N)cc1,·,-32%,i,·,-10%,?,·,·,·
O=C(Cn1nnc(-c2ccc(CN3CCOCC3)cc2)n1)N(c1ccccc1)c1ccccc1,4%,-2%,i,-3%,-28%,-3%,?,8,0%

# An excerpt of these results, as labelled records.
Molecule: CC(=O)Nc1ccc(S(=O)(=O)NNC(=O)c2cc3c4ccccc4n(C)c3s2)cc1
  SW480 rerep: -1% | HepG2 tox: -15% | ATXN viability: i | HT1080NT lethal: -20% | ATXN2 expr inh: -22% | KB-3-1 tox: 19% | MCF10A rereplic: 3% | IL1B secr inh: -5 | HT1080 IDH1KD tx: -9%
Molecule: COc1cc(SC)ccc1C(=O)Nc1ccc2c(c1)OCO2
  SW480 rerep: 2% | HepG2 tox: -4% | ATXN viability: i | HT1080NT lethal: -30% | ATXN2 expr inh: 83%[activator][11.3 µM] | KB-3-1 tox: ? | MCF10A rereplic: 21% | IL1B secr inh: -63* | HT1080 IDH1KD tx: ?

# Continuation.
SMILES,SW480 rerep,HepG2 tox,ATXN viability,HT1080NT lethal,ATXN2 expr inh,KB-3-1 tox,MCF10A rereplic,IL1B secr inh,HT1080 IDH1KD tx
Cc1cc(C(=O)NCCc2ccccc2)c2cc(F)ccc2n1,-1%,31%,?,3%,-11%,18%,6%,7,7%
CN(CC(=O)Nc1cccc(F)c1)C(=O)c1sccc1-c1ccccc1,-50%,3%,i,-17%,-13%,-21%,17%,-2,-8%
CCNC(=O)COC(=O)c1sccc1C,0%,-3%,i,?,2%,-4%,-5%,-5,22%
Cc1noc(C)c1C(=O)N(C)C[C@@H]1OCc2ccccc2-c2c(n(C)c3ccccc23)C(=O)N([C@H](C)CO)C[C@H]1C,·,-15%,i,-4%,-8%,-9%,·,9,-10%
O=S1(=O)N=C(Oc2cccc3ccccc23)c2ccccc21,-6%,3%,i,-4%,-5%,?,-1%,-9,-15%
COc1ccccc1NC(=O)Cn1c(=O)c(N(C)C)c(N)n(C)c1=O,-2%,2%,i,4%,-10%,-2%,-2%,5,4%
Cc1nn(C)c(Oc2ccccc2)c1CCNC(=O)CCl,-38%,-18%,?,-5%,·,-18%,0%,-23,-17%
CC1(C)OC(C)(C)/C(=C\c2ccc(OCC(N)=O)cc2)C1=O,45%,-17%,?,1%,-14%,-18%,15%,-28,-3%
CC(=O)Nc1ccc(S(=O)(=O)NCC(=O)OCC(=O)N2CCCCCC2)cc1,-15%,-23%,i,8%,14%,23%,-6%,16,7%
O=C(CN1C(=O)NC2(CCCC2)C1=O)Nc1nc2ccccc2s1,0%,-3%,i,0%,15%,2%,-5%,7,-14%
O=[N+]([O-])c1cc2c(cc1CN1CCN(c3ccccc3F)CC1)OCO2,-37%[inhibitor],-2%,i,5%,10%,-25%,12%,-5,11%
Nc1c(-c2nc(-c3ccccc3Cl)no2)nnn1-c1ccccc1F,·,1%,i,·,74%[activator],3%,·,·,·
O=c1c(C(c2nnnn2C2CCCCC2)N2CCCCC2)coc2ccc(Cl)cc12 (configuration not stated),-2%,-11%,i,-4%,6%,0%,4%,-19,4%
O=C(CCCN=C1NS(=O)(=O)c2ccccc21)OCC(=O)c1ccc(Br)cc1,-7%,-29%,i,3%,4%,2%,-3%,35,-1%
Cc1cc(NC(=O)c2ccc3c(c2)OCO3)no1,-4%,-11%,i,-6%,-6%,-14%,12%,13,-2%
CCCn1nc(-c2ccccc2)c2nc3ccccc3nc21,?,-6%,·,14%,-10%,0%,?,19,20%
O=C(N/N=C/c1ccccc1Cl)c1ccncc1,4%,7%,i,-4%,·,1%,?,-10,-5%
O=C(NCc1ccccc1Cl)c1ccc2c(O)c(S(=O)(=O)c3ccccc3)c(=O)[nH]c2c1,·,-9%,i,·,6%,1%,·,·,·
